Myeloid diff 2 – compounds promoting myeloid differentiation. ER-HoxA9 myeloid progenitors, lysozyme-GFP differentiation, flow cytometry. calls only at 10 µM. actives 1% (n = 360,000). AID 624256;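 active = normalized GFP-positive differentiation at or above the plate's own cutoff, the solvent-only control mean plus 3 SD; inconclusive = no clear call, values can overlap the other calls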;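 also: cells exposed to compound for four days before flow analysis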
TNAP activation fold – stimulation of alkaline phosphatase TNAP activity – biochemical, luminescent, no phosphate acceptor, uHTS, primary screen (AID 1001); purified TNAP, luminescent activation assay, no phosphate acceptor; higher activation fold means a stronger effect; activation fold at 20 µM; hits with a dose series show EC50 in µM; actives 0.03% (n = 200,000); in the data active = activation fold from about 3, or a potency from the dose series; inactive = the rest, 99 in 100 with activation fold below about 1.6; also: many of its hits are not listed in these tables
SV40 large T antigen – SV40 large T antigen inhibitors, biochemical (AID 1903) | actives 0.39% (n = 310,000) | SV40 large T antigen ATPase/helicase inhibition assay; higher % means a stronger effect | inhibition, % at 20 µM; hits with a dose series show IC50 in µM; in the data active = a potency from the dose series; inconclusive = inhibition mostly from about 32% at the one dose, without a potency; inactive = the rest, 99 in 100 with inhibition below about 32%; also: strong numbers were not always called active
UTI89 phage lysis – inhibition of K1F phage lysis, E. coli UTI89, bacterial capsule biogenesis inhibitors, alamar blue (AID 488966) | actives 0.02% (n = 340,000) | one-dose inhibition, % at 100 µM; IC50 in µM for titrated hits | E. coli UTI89 K1F phage lysis, alamar blue, 2 h; higher % means a stronger effect;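 active = phage lysis inhibition, versus mean bacterial control, above a set limit; inconclusive = no clear call, values can overlap the other calls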;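 also: capsule biogenesis inhibitors block K1F phage lysis so surviving cells raise fluorescence; higher fluorescence means more inhibition of phage lysis; actives were called in the ten point dose series up to 300 µM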
MgcRacGAP inhibition – MgcRacGAP GTPase-activating activity inhibitors, confirmation, biochemical, ADP Hunter fluorescence. AID 624330. MgcRacGAP-stimulated Rac1 GTP hydrolysis, ADP Hunter fluorescence; higher % means a stronger effect; GST-tagged Rac1 F28L mutant substrate. actives 0.6% (n = 340,000). inhibition, % at 30 µM; hits with a dose series show IC50 in µM;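 active = first-screen hits whose inhibition reached a set limit at any dose in the follow-up dose series; inconclusive = inhibition above the set first-screen limit but never retested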;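 also: fluorescence reports GDP produced by GAP-driven GTP hydrolysis; strong numbers were not always called active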
NTR1 ag – NTR1-driven beta-arrestin-GFP spot formation – imaging, U2OS cells, high content, primary screen (AID 493036). activation, % at 20 µM. agonist mode. actives 0.17% (n = 330,000). P30989;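 active = activation at or above 40% of the spot to cytoplasm intensity ratio, with at least 20 cells analyzed; inconclusive = wells under 20 cells, flagged as cytotoxic or low count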;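 also: 0% = DMSO without peptide and 100% = 100 nM NTR1 peptide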
Target sequence (P30989 whole entry, looked up): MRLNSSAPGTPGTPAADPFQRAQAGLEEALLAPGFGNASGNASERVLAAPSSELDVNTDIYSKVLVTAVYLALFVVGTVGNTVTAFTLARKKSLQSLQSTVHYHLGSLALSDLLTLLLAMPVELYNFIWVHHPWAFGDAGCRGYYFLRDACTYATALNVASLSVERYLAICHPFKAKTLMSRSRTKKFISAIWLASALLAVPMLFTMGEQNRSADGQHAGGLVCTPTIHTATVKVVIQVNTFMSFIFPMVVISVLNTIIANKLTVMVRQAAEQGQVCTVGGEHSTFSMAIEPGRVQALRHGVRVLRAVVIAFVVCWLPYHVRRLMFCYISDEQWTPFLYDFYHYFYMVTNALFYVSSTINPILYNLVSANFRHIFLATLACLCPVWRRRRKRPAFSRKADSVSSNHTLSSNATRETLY
Salmonella PhoP GFP – PhoP-dependent GFP reporter repression – Salmonella Typhimurium, primary screen (AID 1863); S. Typhimurium PhoP-regulated promoter GFP reporter, 4 h; higher % means a stronger effect; one-dose inhibition, % at 50 µM; IC50 in µM for titrated hits; actives 0.16% (n = 300,000);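 active = inhibition over 29.93%, a cutoff 3 SD above the screen mean, later confirmed by dose response; inconclusive = inhibition over 29.93% but no dose response follow-up; inactive = inhibition at most 29.93% or unconfirmed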;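 also: 0% = low Mg2+ inducing control and 100% = high Mg2+ repressing control; strong numbers were not always called active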
RSV antiviral HEp-2 – inhibition of RSV-induced cytopathic effect – HEp-2 cells, primary 10 µM value included (AID 2391); HEp-2 cells, RSV-induced CPE inhibition; higher % means a stronger effect; one-dose CPE inhibition, % at 10 µM; IC50 in µM for titrated hits; actives 0.13% (n = 310,000); in the data active = a potency from the dose series; inconclusive = CPE inhibition mostly from about 23% at the one dose, without a potency; inactive = the rest, 99 in 100 with CPE inhibition below about 21%; also: strong numbers were not always called active
T cell HTS – modulates CD8 T cell binding to vesicles; actives 0.068% (n = 330,000); AID 2052; calls only at 7 µM; 2C CD8+ T cell-vesicle binding, flow cytometry; active compounds read low;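 active = response, share of CD8 T cells binding vesicles, and their 90th percentile fluorescence all below set limits, cut at about 80% in these data, passing the limit was not always enough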
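Test system: purified 2C TCR transgenic mouse naive CD8+ T cells. Probe or stimulus: QL9-peptide-loaded Drosophila micro-vesicles bearing Ld, ICAM-1 and B7-1. Incubation: binding step 1.5 h, 37 °C, antibody labelling 20 min, ice. Measured by: flow cytometry of vesicle-bound cells.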
T cell HTS vesicle-bound % – further read-out of T cell HTS, marked with its call; double positive events, %; measured here: CD8+ vesicle-bound cell fraction;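 binding gate set so that unloaded-vesicle control wells show 10% double positive cells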
NTR1 ag cell count 20 µM – further read-out of NTR1 ag, marked with its call; cell count; measured here: cell count, cytotoxicity flag
Myeloid diff 2 GFP+ MAC1+ % – recorded beside Myeloid diff 2, whose call it bears; GFP+ MAC1+ double positive, %; measured here: differentiation confirmed by MAC1 staining
* marks the source's active call; other numbers are inactive results; i = inactive; ? = inconclusive; / = not tested or not shown; & = joins results of further samples; [ ] = dose if it differs, or a comment.

SMILES	Myeloid diff 2	Myeloid diff 2 GFP+ MAC1+ %	TNAP activation fold	SV40 large T antigen	UTI89 phage lysis	MgcRacGAP inhibition	NTR1 ag	NTR1 ag cell count 20 µM	Salmonella PhoP GFP	RSV antiviral HEp-2	T cell HTS	T cell HTS vesicle-bound %
CS(=O)(=O)C1=C(O)C(=O)N(c2ccccc2)C1c1ccccc1 (centres undefined)	i	1.2	1.1	12%	1.8%	6%	0.4	46	-5%	2.7%	i	23
CCOC(=O)CN(C(=O)CSc1nnc(-c2ccncc2)n1CCCN(C)C)c1ccccc1	i	1.7	1.2	-1%	-2.0%	-3%	2.0	58	3%	2.1%	i	17
Cc1ccccc1N1C(=O)C(Cc2ccc(F)cc2)S/C1=C(\C#N)C(N)=O (centres undefined)	i	0.9	/	7%	/	/	0.6	53	-1%	1.8%	i	28
CN(C)S(=O)(=O)c1cccc(NC(=S)Nc2cccc3cnccc23)c1	i	0.6	/	15%	-0.6%	5%	/	/	-7%	/	/	/
O=C(NN=C1CCCC1)c1ccc(Cl)cc1	i	1.7	/	-1%	-0.1%	-3%	1.6	39	0%	0.1%	i	7
CC(Sc1nnc(C2CC2)n1C1CC1)C(=O)c1ccc(F)cc1 (centres undefined)	i	0.3	/	/	0.9%[50 µM]	3%	-1.2	67	/	1.3%	i	38
O=C(NCc1cccnc1)c1ccccc1NS(=O)(=O)c1ccccc1	i	0.6	/	2%	-0.1%	3%	0.1	73	-5%	3.1%	i	16
Cc1cc(NC(=O)C2CC=CCC2C(=O)O)ccc1NC(=O)c1ccccc1 (centres undefined)	i	0.9	/	10%	-0.3%[50 µM]	8%	0.5	54	-4%	2.3%	i	30
CC(=O)c1c(C)oc2c1C(=O)c1ccccc1C2=O	?	/	1	-6%	2.6%[50 µM]	9%	/	/	5%	-2.5%	i	29
COC(=O)C1=C(C)N(c2ccc(F)cc2)/C(=C/c2ccc(O)cc2)C1=O	i	0.1	0.8	8%	-1.1%	1%	4.0	48	0%	-1.2%	i	54
CCCC(=O)OC1CCS(=O)(=O)c2sccc21 (centres undefined)	i	0.8	1.1	2%	0.2%	1%	-0.8	27	4%	0.9%	i	23
Cc1ccc(CN2CCc3c(OCc4ccc(F)cc4)cccc3C2=O)cc1	i	0.2	1.1	7%	6.4%	9%	6.2	46	-17%	10%	i	45
CCC(=O)Nc1ccc(C(=O)CSc2nnc(-c3ccc(NS(=O)(=O)CC)cc3)o2)cc1OC	i	0.2	/	28%	1.6%	5%	-0.5	71	-4%	-0.7%	i	58
COc1ccc2cc(S(=O)(=O)Nc3ccccn3)ccc2c1	?	/	/	2%	0.2%	6%	0.2	46	10%	0.3%	i	45
COc1ccc(Cl)cc1C(=O)NNC(=O)CSc1nnnn1C	i	0.2	1.2	7%	-0.8%	3%	0.0	44	-5%	2.9%	i	34
CCn1c(CCNC(=O)c2ccc(Cl)cc2)nnc1SCC(=O)NC1CCCC1	i	0.4	1.1	12%	-0.7%	-3%	-0.3	62	-7%	-0.5%	i	4
Clc1ccc(-c2ccc(-c3nn4c(-c5ccco5)nnc4s3)o2)cc1	i	3.2	/	/	1.1%	?	14	77	/	/	i	20
CCOc1ccc2ccccc2c1C(=O)NCC(c1ccc(N(C)C)cc1)N(C)C (centres undefined)	i	3.9	/	19%	0.4%	8%	0.8	63	6%	-0.9%	i	36
COc1ccc(OC)c2[nH]c(=O)c(CCNC(=S)NC(C)(C)C)cc12	i	0.3	0.9	-1%	0.5%	5%	-0.2	73	-5%	7.0%	i	56
Cc1c([C@@H]2C[C@H]3CN(Cc4cccc(Cl)c4)C(=O)[C@]34CCCN24)cnn1C	i	0.3	1.1	11%	-1.9%	3%	-1.7	91	6%	-1.1%	i	26
CCOc1ccc(C(=O)CC(Sc2ccc(C)cc2)C(=O)O)cc1 (centres undefined)	i	0.6	0.9	10%	0.8%	2%	1.8	42	-7%	1.2%	i	61
Cc1ccc(NC(=O)CN(C)C(=O)c2cccc(S(=O)(=O)N3CCCC3)c2)cc1	i	0.6	/	/	-0.4%[50 µM]	2%	0.3	52	/	0.7%	i	39
CCOc1cc(N2CCOCC2)c(OCC)cc1NC(=O)COc1ncnc2ccc(Br)cc12	i	0.5	1.1	3%	0.4%	11%	0.0	43	10%	0.8%	i	31
Cc1nc(NC(=O)/C=C/c2ccccc2)sc1C(=O)Nc1ccccc1Cl	i	2.4	1.1	-3%	-0.1%	-4%	0.4	84	8%	-0.7%	i	37
COc1cc(/C=N/Nc2nn3cnnc3c3ccccc23)ccc1O	i	0.8	1.1	9%	3.6%	64µM*	1.1	72	12%	-1.1%	i	54
SMILES	Myeloid diff 2	Myeloid diff 2 GFP+ MAC1+ %	TNAP activation fold	SV40 large T antigen	UTI89 phage lysis	MgcRacGAP inhibition	NTR1 ag	NTR1 ag cell count 20 µM	Salmonella PhoP GFP	RSV antiviral HEp-2	T cell HTS	T cell HTS vesicle-bound %
CCOc1ccc(/C=N/Nc2ccccn2)cc1OC	i	0.1	1.1	1%	1.0%	6%	4.9	72	1%	15%	i	24
O=C(NCCC(=O)N1CCCC(C(F)(F)F)C1)c1ccc(Br)cc1 (centres undefined)	i	1.0	/	-4%	1.4%[50 µM]	8%	0.0	133	4%	1.4%	i	10
COCc1cc(C)nc(NCCO)c1C#N	i	0.8	1.1	6%	-0.4%	7%	0.0	71	3%	1.3%	i	47
CCOc1ccc(CN2CCNC(=O)C2CC(=O)NCc2csc(C)n2)cc1 (centres undefined)	i	0.8	/	6%	0.0%	13%	0.5	70	-4%	0.7%	i	62
COc1cccc(CSc2nc3ccncc3[nH]2)c1	i	0.6	/	15%	1.3%[50 µM]	6%	-0.2	51	-3%	-0.3%	i	40
O=C(O)C1=C[C@H](c2cccs2)C[C@H](OCc2ccc(CO)cc2)O1	i	1.6	/	12%	1.0%	1%	-0.6	62	0%	1.4%	i	22
O=[N+]([O-])/C=C/c1cn(Cc2ccccc2)c2ccccc12	i	0.9	0.8	8%	-0.9%	5%	2.7	38	4%	-4.8%	i	42
Cc1cccc(-c2nc(CS(=O)CC(=O)N3CC(C)CC(C)C3)c(C)o2)c1 (centres undefined)	i	0.9	/	12%	0.1%	2%	0.1	55	-8%	1.1%	i	14
NC(=O)C1CCN(c2nc(-c3cccs3)cs2)CC1	i	1.3	/	/	-0.5%	12%	-2.0	54	/	/	i	21
O=C(NCc1ccc(Cl)cc1)C1CCN(S(=O)(=O)c2ccc(N3CCCC3=O)cc2)CC1	i	1.5	/	8%	0.4%	10%	-0.8	63	2%	?	i	6
COc1ccc(OC(=O)c2cccc([N+](=O)[O-])c2)c(C(=O)/C=C/c2cccs2)c1	i	0.5	1	6%	0.0%	4%	1.8	47	1%	5.2%	i	30
CCCC(C(=O)NCc1ccco1)N(C(=O)CNS(=O)(=O)c1ccccc1)c1ccccc1OC (centres undefined)	i	0.9	1.1	13%	-0.1%	-4%	-0.2	56	-6%	13%	i	42
CCCCCC(=O)Nc1cccc(C2=NOC3(C2)C[C@H](C(N)=O)N(C(=O)c2ccccc2)C3)c1 (some centres undefined)	i	2.2	/	18%	-0.4%	3%	-0.5	86	-4%	-0.1%	i	41
NC(=O)c1ccc2c(c1)OCCO2	?	/	1.1	2%	-0.2%	-2%	-0.4	47	-6%	2.3%	i	40
COc1cc(OC)cc(C(=O)NCCS(=O)(=O)N2CCN(Cc3ccccc3)CC2)c1	i	1.4	/	12%	0.4%[50 µM]	-5%	1.4	57	2%	-0.4%	i	55
CCOC(=O)N1CCC(NCCNC(=O)c2ccccc2)CC1	i	1.1&0.4	1.1	-3%	0.3%&0.3%	14%&3%	-1.4&0.5	69&48	-5%	0.3%&0.1%	i	7&29
Cc1ccc(S(=O)(=O)c2cnc3cc(C)nn3c2N)cc1	i	0.5	1.1	16%	0.2%	-4%	-1.4	47	-5%	-0.2%	i	62
COc1ccc(N(C)S(=O)(=O)c2cccc(C(=O)N3CCN(S(=O)(=O)c4ccc(C)cc4)CC3)c2)cc1	i	0.7	/	11%	2.8%[50 µM]	5%	0.2	57	1%	7.6%	i	16
Cc1cc(C(=O)CSc2nnc3c(Cl)cc(Cl)cn23)c(C)n1C	i	0.4	1	5%	0.8%	6%	-1.6	53	-6%	2.1%	i	55
COc1ccc(CCNC(=O)c2cc(C(=O)c3cc(C)ccc3O)cn(CCc3ccc(OC)cc3)c2=O)cc1	i	0.3	1.1	11%	0.2%[50 µM]	0%	1.9	70	-10%	2.0%	i	34
COCCn1c(=O)c2ccccc2c2ccccc2c1=O	i	0.1	1	3%	0.3%	10%	0.4	72	-2%	0.9%	i	55
c1csc(-c2nc3ccccc3[nH]2)c1	i	0.7	1	-4%	-11%	8%	-1.6	47	7%	4.1%	i	29
O=C(CN1C(=O)C(=O)N(Cc2ccco2)C1=O)Nc1ccccc1	i	0.4	/	/	0.3%	2%	0.2	75	/	/	i	50
CSc1nnc(-c2cnccn2)n1C	i	0.6	1.1	4%	3.9%	1%	1.3	77	1%	0.3%	i	33
Cc1ccc(C(=O)N2CCCC(C(F)(F)F)C2)cc1S(=O)(=O)N1CCOCC1 (centres undefined)	i	0.3	/	/	0.1%[50 µM]	6%	0.9	66	/	0.9%	i	31
CC(C)(C)OC(=O)NCCCC[C@@H](C(=O)N1CCN(C(=O)OC(C)(C)C)CC1)n1cc(CCC(=O)O)nn1	i	1.2	1.1	6%	0.6%	2%	-0.7	96	-15%	-0.3%	i	37
O=C(NCc1ccco1)c1ccccc1NS(=O)(=O)c1ccc(Br)s1	i	0.9	1.1	9%	-0.3%	9%	1.5	75	-1%	2.4%	i	40
COc1ccc(CCN2C(=O)NC(NC(=O)C(C)(C)C)(C(F)(F)F)C2=O)cc1OC (centres undefined)	i	0.6	1.1	5%	0.7%	-6%	-0.5	60	8%	1.9%	i	46

Source: PubChem (several laboratories)
